# Screening results: PubChem BioAssay, National Center for Advancing Translational Sciences (NCATS)
# BAZ2B block: blocks human BAZ2B; Q9UIF8; 360,000 tested, 4.4% active; Potency, µM (top dose mostly 114 µM), without a hit: at the top dose activity change, negative = inhibition, hits mostly inhibitors; AlphaScreen BAZ2B-H3K14Ac peptide displacement; note: % is set by controls: 0 for no effect and ±100 for the full control effect; nearly all actives have a fitted effect of over 60% in size
#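 Protein-peptide AlphaScreen: BAZ2B 50 nM, b-H3K14Ac 50 nM, 1x PBS pH 7.4 + 0.01% Tween-20. Preincubation 30 min RT; cpd 30 min RT (top 110 uM); beads 20 min RT, light-protected.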
# POLB inh: DNA polymerase beta (human) inhibition; P06746; Pol beta primer extension/strand displacement, fluorescence kinetic; Potency, µM (series often up to 114 µM), for the others: at the highest dose activity change, negative = inhibition, most hits filed as inhibitors; 340,000 tested, 1.3% active; note: % is set by controls: 0 for no effect and ±100 for the full control effect
#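 Values derive from four-parameter Hill fits of normalized kinetic data: reads at 0 and 10 min following addition of 50 nM substrate to 10 nM Pol beta preincubated 15 min with compound.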
# G9a inh: blocks human histone lysine methyltransferase G9a; Q96KQ7; G9a H3K9 monomethylation, AlphaScreen, 2 h; Potency, µM (titrated, usually from 102 µM), without a hit: at the highest dose activity, negative = inhibition, usual class: inhibitors; 350,000 tested, 8.8% active; AID 504332; note: % is set by controls: 0 for no effect and ±100 for the full control effect; nearly all actives have a fitted effect of over 75% in size
#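 Step 1: enzyme (final 20 nM) with compound, 15 min RT. Step 2: substrate peptide 500 nM and SAM 20 uM, 2 h RT. Step 3: anti-H3K9me1 antibody and AlphaScreen beads, 10 min, then plate read.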
# APEX1 inh: blocks human APE1 abasic DNA cleavage; recombinant APE1, TAMRA/BHQ-2 abasic DNA cleavage fluorescence; Potency, µM (highest dose often 65.8 µM), without a hit: at the highest dose activity change, negative = inhibition, hits mostly inhibitors; AID 2517; 350,000 tested, 0.35% active; P27695;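 note: plate controls were vehicle for no effect and reference inhibitor for full effect; nearly all actives have a fitted effect of over 55% in size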
# Target sequence (P27695 whole entry, looked up): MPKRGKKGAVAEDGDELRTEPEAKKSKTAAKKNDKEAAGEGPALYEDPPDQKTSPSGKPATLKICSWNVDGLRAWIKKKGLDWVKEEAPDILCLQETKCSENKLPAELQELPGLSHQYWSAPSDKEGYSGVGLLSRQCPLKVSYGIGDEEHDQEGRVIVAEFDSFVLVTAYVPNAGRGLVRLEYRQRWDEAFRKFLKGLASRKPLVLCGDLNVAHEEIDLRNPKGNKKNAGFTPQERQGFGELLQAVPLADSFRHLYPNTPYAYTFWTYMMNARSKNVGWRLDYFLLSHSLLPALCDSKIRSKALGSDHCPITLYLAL
#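 Compound pre-exposure to 0.75 nM APE1, 15 min at ambient temperature. Reaction initiated with 50 nM TAMRA/BHQ-2 THF substrate, read immediately in kinetic mode, 525 nm excitation, 598 nm emission.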
# POLI inh: inhibitors of human DNA polymerase iota | Pol iota fluorescent replication assay, 10 min | Potency, µM (doses to about 115 µM), for inactives: top-dose activity, negative = inhibition, most hits filed as inhibitors | 390,000 tested, 1% active | AID 588590
#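 Fluorescent replication assay read twice, at 0 min and 10 min after adding 50 nM (final) substrate. Enzyme (10 nM) and compounds were first incubated 15 min at room temperature; enzyme-free buffer wells were negative controls.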
# POLH inh: inhibitors of human DNA polymerase eta. Q9Y253. recombinant Pol eta, fluorescent DNA replication assay. Potency, µM (top dose mostly 114 µM), inactives show at the top dose activity change, negative = inhibition, hits mostly inhibitors. 390,000 tested, 1.2% active; note: % is set by controls: 0 for no effect and ±100 for the full control effect
# Target sequence (Q9Y253 whole entry, looked up): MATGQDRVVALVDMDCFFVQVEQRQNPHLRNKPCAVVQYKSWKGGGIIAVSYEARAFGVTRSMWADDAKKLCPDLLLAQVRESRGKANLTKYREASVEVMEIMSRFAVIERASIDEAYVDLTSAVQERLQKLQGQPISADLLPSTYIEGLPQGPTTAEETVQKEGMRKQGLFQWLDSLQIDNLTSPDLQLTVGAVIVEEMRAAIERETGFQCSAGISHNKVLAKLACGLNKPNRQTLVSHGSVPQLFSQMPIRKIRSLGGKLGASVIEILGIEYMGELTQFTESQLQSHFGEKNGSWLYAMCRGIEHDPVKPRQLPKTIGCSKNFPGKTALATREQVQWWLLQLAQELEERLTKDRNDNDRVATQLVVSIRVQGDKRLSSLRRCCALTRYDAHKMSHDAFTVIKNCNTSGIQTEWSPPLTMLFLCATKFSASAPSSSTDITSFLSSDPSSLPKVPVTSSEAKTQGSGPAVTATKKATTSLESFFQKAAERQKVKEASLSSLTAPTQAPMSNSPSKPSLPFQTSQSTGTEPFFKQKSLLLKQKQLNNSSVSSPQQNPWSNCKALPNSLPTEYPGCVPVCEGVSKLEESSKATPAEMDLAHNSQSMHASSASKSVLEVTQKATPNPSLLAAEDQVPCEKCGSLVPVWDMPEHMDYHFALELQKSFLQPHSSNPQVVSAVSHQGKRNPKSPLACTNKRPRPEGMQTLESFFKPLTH
#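 Pol eta (10 nM) was preincubated with compounds for 15 min at room temperature, after which fluorescent replication substrate (50 nM final) was added to start the reaction. Fluorescence was read kinetically at 0 and 10 min.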
# Apoferritin bind: candidate novel general anesthetic via apoferritin binding; AID 485281; apoferritin/1-aminoanthracene competitive binding, fluorescence; P02791; 350,000 tested, 0.074% active; Potency, µM (series often up to 77.5 µM), inactives show at the highest dose activity change, negative = displacement, most hits filed as inhibitors; note: % is set by controls: 0 for no effect and ±100 for the full control effect; nearly all actives have a fitted effect of over 20% in size
#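 Probe: 1-aminoanthracene (50% saturated, PBS). Protein: horse-spleen apoferritin, 10 uM. Incubation: 10 min, room temperature. Detection: 380 nm excitation, 535 nm emission. Analysis: normalized response, four-parameter Hill.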
# BLM inh: Bloom syndrome helicase (human) inhibition; Potency, µM (top dose mostly 56.1 µM), without a hit: top-dose activity change, negative = inhibition, usual class: inhibitors; 350,000 tested, 0.2% active; recombinant BLM DNA unwinding, fluorescence dequenching;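 note: plate controls were vehicle for no effect and no enzyme for full effect; nearly all actives have a fitted effect of over 35% in size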
# Pol kappa inh: inhibitors of human DNA polymerase kappa; AID 588579; purified Pol kappa, fluorescent DNA synthesis assay, 10 min; Q9UBT6; Potency, µM (series often up to 107 µM), without a hit: top-dose activity, negative = inhibition, most hits filed as inhibitors; 400,000 tested, 0.53% active; note: % is set by controls: 0 for no effect and ±100 for the full control effect
#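 Pol kappa 10 nM + cpd, 15 min RT; start w/ substrate 50 nM final; fluorescence kinetic read, 0 and 10 min. Neg ctrl: buffer, no enzyme.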
# Starred values were filed as active, the others as inactive; ? = inconclusive; / = not tested or not shown; [ ] = another dose, or the depositor's remark. Calls come from the whole dose curve; as a rule, active = well fitted curve in the direction sought with a large enough effect; inconclusive = small, poorly fitted or top-dose-only effect, or another doubt; inactive = no such curve, though single readings can be large; an effect the other way counts as inactive or inconclusive. Potency is the fitted concentration of half-maximal effect. Only part of the results is shown. The share of hits here may be higher or lower than overall.
smiles	BAZ2B block	POLB inh	G9a inh	APEX1 inh	POLI inh	POLH inh	Apoferritin bind	BLM inh	Pol kappa inh
Cc1cccc2[nH]c3c(=O)n(CCN4CCNCC4)cnc3c12	6%	0%	-14%	-3%	9%	-4%	-5%	2%	-13%
Cc1ccc(C(=O)N2CCN(c3ncccn3)CC2)cc1	7%	36%	14%	-10%	41%[activator]	-9%	2%	-1%	4%
O=C(CSc1ccc2ccccc2c1)Nc1ccc(S(=O)(=O)Nc2nccs2)cc1	?	-25%	?	-1%	-15%	?	-3%	-14%	-19%
COc1cccc2c1OCC/C2=N\NC(=O)COc1ccc(C)cc1	-37%	-1%	-30%	5%	3%	-1%	-19%	-1%	-5%
COCCNC(=O)COc1ccc(Oc2ccccc2)cc1	10%	2%	-5%	-2%	13%	-3%	-11%	-3%	1%
CCN1CCCC(NC(=O)c2cc([N+](=O)[O-])ccc2OC)C1 (stereo unspecified)	1%	13%	?	-1%	-6%	?	-8%	2%	-4%
Cn1c(=O)c2c(ncn2CC(=O)Nc2ccccc2Sc2ccccc2)n(C)c1=O	8%	15%	1%[12.7 µM]	-7%	29%	7%	-10%	2%	6%
Cc1c(NC(=O)C2CCCCC2)cc(C(=O)N2CCOCC2)cc1[N+](=O)[O-]	-3%	9%	2%	-7%	5%	-15%	-9%	-5%	0%
Cc1ccc(-c2[nH]ncc2/C=N/n2c(COc3ccccc3C)nc3ccccc3c2=O)cc1	-25%	21%	-3%	?	13%	-7%	-15%	0%	4%
Cc1[nH]nc(SCC(=O)NC(C)c2ccccc2)c1[N+](=O)[O-] (stereo unspecified)	5%	39%	-10%[59 µM]	-5%	14%	-4%	-8%	1%	-16%
CC1(C(O)(C#CC[N+]2(C)CCCCC2)c2ccccc2)CCCC1 (stereo unspecified)	?	-28%	?	-2%	66%[activator]	6%	-12%	2%	-8%
Cc1ccc(C(c2nnnn2CCc2ccccc2)N2CCC(C)CC2)cc1 (stereo unspecified)	-1%	0%	-31%[59 µM]	4%	-12%	-6%	-4%	-5%	-15%
COC(=O)c1ccc(COC(=O)CCNS(=O)(=O)c2ccc(C)c(C)c2)cc1	3%	/	-8%	-5%	-6%	-27%	/	/	-11%
CC(C)=CC(=O)N1CC[C@@H](N2CCN(c3ccccc3F)CC2)[C@H](O)C1	-4%	100%	6%	4%	138%[activator]	-7%	6%	-2%	-1%
OCc1ccccc1CNCc1ccccc1	6%	23%	13%[59 µM]	-1%	-11%	29%	-10%	1%	-2%
COc1ccc(C(C)=O)cc1COC(=O)Cc1n[nH]c(=O)c2ccccc12	-5%	28%	?	4%	-10%	9%	-20%	1%	-5%
CC(C)c1ccc(N2C(=O)CS(=O)(=O)C23C(=O)N(Cc2cccc(F)c2)c2ccccc23)cc1 (stereo unspecified)	1%[57.1 µM]	-7%	-37%[59 µM]	/	12%	-15%	6%	-6%	-12%
CC(=O)c1cc(-c2ccccc2)n(CC(=O)N2CCCC2)c1C	56µM*	3%	?	-3%	-18%	-7%	7%	-1%	-3%
CC(=O)c1c(C)oc2ccc(N(C(C)=O)S(=O)(=O)c3ccc(Cl)c([N+](=O)[O-])c3)cc12	-9%	5%	-30%	2%	-6%	-12%	-17%	-6%	-9%
Cc1ccc(C)c(-n2nnnc2Sc2nc([N+](=O)[O-])nn2C)c1	-2%	-1%	-3%	?	3%	-17%	-13%	-1%	5%
COc1ccc(C(=O)NNC(=O)CCC(=O)Nc2cc(C)on2)cc1	5%	0%	10%[59 µM]	6%	1%	-8%	0%	3%	-5%
O=C(N[C@@H](Cc1ccccc1)c1nc2ccccc2[nH]1)c1cc([N+](=O)[O-])ccc1Cl	-31%	7%	10µM*	4%	-8%	1%	-17%	-9%	-4%
CN(CC(=O)Nc1ccccc1F)S(=O)(=O)c1ccc2c(c1)c(=O)n(C)c(=O)n2C	4%[57.1 µM]	-17%	?	/	-10%	-2%	8%	2%	-4%
Clc1ccc(CN2CC[C@H]3C=CCc4cccc(c43)C2)cc1	-28%	/	0%[0.501 µM]	29%	25%	-11%	/	/	1%
CCC(C)NS(=O)(=O)c1ccc(NC(=O)c2ccc([N+](=O)[O-])cc2Cl)cc1 (stereo unspecified)	-3%	-1%[57.1 µM]	?	-2%	162%[activator]	-13%	-11%	0%	-5%
COc1cccc(CN(C)C(=O)C(Cc2ccccc2)NC(=O)c2ccccc2)c1OC (stereo unspecified)	2%	/	8%	1%	37%[activator]	-6%	/	/	2%
COc1ccc(S(=O)(=O)N(C)C[C@H]2Oc3c(NC(=O)c4ccncc4)cccc3C(=O)N([C@H](C)CO)C[C@@H]2C)cc1	/	/	/	-6%	17%	-12%	/	/	4%
O=C(OCC(=O)N1CCN(c2ccccc2)CC1)c1ccc2ncsc2c1	?	89µM*	?	11%	?	?	-11%	-9%	-40%
CCCCCc1ccc(-c2ccc(=O)[nH]n2)cc1	7%	11%	-70%	0%	25%	-11%	?	-6%	-9%
CCOC(=O)c1cc(S(=O)(=O)Nc2ccc(C)cc2Cl)[nH]n1	79µM*	-15%	8.9µM*	/	-18%	-2%	-1%	-2%	2%[60.1 µM]
[O-][n+]1c2c(c3c4non(O)c4ccc31)CCCC2	40µM*	0%	?	-2%	?	-5%	-16%	-4%	?
Cc1ccn(CCC(=O)Nc2ccc(-c3ccno3)cc2)n1	-3%	-4%	-12%	-13%	44%[activator]	-15%	-10%	1%	-16%

# Retrieved by compound from the entries so far, 2 records:
smiles	BAZ2B block	POLB inh	G9a inh	APEX1 inh	POLI inh	POLH inh	Apoferritin bind	BLM inh	Pol kappa inh
CCCCCc1ccc(-c2ccc(=O)[nH]n2)cc1	7%	11%	-70%	0%	25%	-11%	?	-6%	-9%
O=C(OCC(=O)N1CCN(c2ccccc2)CC1)c1ccc2ncsc2c1	?	89µM*	?	11%	?	?	-11%	-9%	-40%

# Following part
smiles	BAZ2B block	POLB inh	G9a inh	APEX1 inh	POLI inh	POLH inh	Apoferritin bind	BLM inh	Pol kappa inh
O=[N+]([O-])c1c(Nc2ccc(Br)cc2)ccc2nonc12	5%	13%	-8%	8%	107%[activator]	4%	-16%	-3%	-14%
O=C(COC(=O)c1ccccc1OCc1ccc(Cl)cc1)NC1CC1	-14%	14%	7%[0.501 µM]	-6%	-4%	-10%	-12%	-4%	6%
N#CCc1ccc(NC(=O)Nc2cccc3ccccc23)cc1	-3%	31%	1%[12.7 µM]	-2%	-2%	-16%	-12%	-6%	-4%
Cc1cccc(N(CC(=O)NCCC2=CCCCC2)S(C)(=O)=O)c1C	7%	24%	2%	14%	34%[activator]	-12%	-13%	-2%	8%
Fc1cccc(Cl)c1Cn1nnc2c(N3CCC4(CC3)OCCO4)ncnc21	12%	11%	-19%	10%	2%	3%	-1%	-7%	-12%
Cc1cc(C)c[n+](-c2[nH]c(=O)sc2/C=N/NC([S-])=Nc2ccccc2)c1	?	-2%	35µM*	-2%	?	-7%	4%	5%	-6%
Cc1ccc(NC(=O)Cn2cccc2C2=NC(c3ccccc3)CO2)c(C)c1 (stereo unspecified)	-5%	-21%	3%[59 µM]	1%	7%	-22%	-3%	-2%	-13%
CC(C)c1ccc(CNc2ccc([N+](=O)[O-])cn2)cc1	-22%	0%	?	-9%	-25%	-16%	?	-12%	-27%

# Compound profiles, from the list above. Values in the order: BAZ2B block | POLB inh | G9a inh | APEX1 inh | POLI inh | POLH inh | Apoferritin bind | BLM inh | Pol kappa inh
# `O=C(COC(=O)c1ccccc1OCc1ccc(Cl)cc1)NC1CC1` in the list: -14% | 14% | 7%[0.501 µM] | -6% | -4% | -10% | -12% | -4% | 6%
# `Cc1cc(C)c[n+](-c2[nH]c(=O)sc2/C=N/NC([S-])=Nc2ccccc2)c1` in the list: ? | -2% | 35µM* | -2% | ? | -7% | 4% | 5% | -6%
# `Cc1cccc(N(CC(=O)NCCC2=CCCCC2)S(C)(=O)=O)c1C` in the list: 7% | 24% | 2% | 14% | 34%[activator] | -12% | -13% | -2% | 8%

# (further entries)
smiles	BAZ2B block	POLB inh	G9a inh	APEX1 inh	POLI inh	POLH inh	Apoferritin bind	BLM inh	Pol kappa inh
CCOc1ccccc1CNC(=O)C1CCCN(S(=O)(=O)c2ccc3c(ccn3C)c2)C1 (stereo unspecified)	-3%	-20%	5%[59 µM]	/	28%	-23%	16%	-1%	-2%[60.1 µM]
CN(C(=O)Cn1cnc2sccc2c1=O)C1CCCCC1	-4%	/	-2%[2.33 µM]	58%[activator]	-15%	-3%	/	/	-4%
c1cc(-c2cc3cc4c(cc3cn2)OCO4)cs1	/	/	/	0%	11%	5%	/	/	1%
Nc1ccc(C(=O)Nc2nc3ccccc3s2)cc1	-4%	0%	-10%[59 µM]	-5%	15%	-16%	-7%	-4%	-17%
Cc1ccccc1OCc1nc(-c2ccc(NC(=O)c3ccco3)cc2)no1	7%	1%	7%[59 µM]	0%	10%	-7%	-3%	1%	-6%
Cc1ccc(C)c(NC(=O)c2cc(S(=O)(=O)NCc3ccccc3)ccc2F)c1	8%	31%	5%[59 µM]	/	-2%	1%	-4%	-4%	-9%[60.1 µM]
Cc1ccc(NC(=O)/C=C/c2ccco2)cc1F	?	?	13µM*	/	?	-14%	3%	-1%	-13%[60.1 µM]
O=C(CNC1CCCCCC1)Nc1ccc(S(=O)(=O)NC2CC2)cc1	-5%	0%	0%[59 µM]	3%	-14%	-6%	-16%	2%	-4%
CCOc1ccc(C(=O)Nc2nnc(S(=O)(=O)N3CCCCC3)s2)cc1	-9%	9%	25%	17%	-5%	-12%	-5%	-4%	-22%
Cc1ccc(-n2c(C)c([N+](=O)[O-])c3ccc(O)c(CN(C)C)c32)cc1	-37%	1%	?	3%	20%	9%	?	1%	-18%
Cc1ccc(S(=O)(=O)N(C)C)cc1NC(=O)C(C)N(C)CCOc1ccc(Cl)cc1 (stereo unspecified)	-8%	14%	3%	-14%	46%[activator]	-19%	-4%	-9%	-18%
COc1ccc(-c2oc3ccccc3c(=O)c2OCC(=O)O)cc1	-32%	1%	2%	8%	35%[activator]	3%	2%	-1%	-12%
O=C(Nc1ccccn1)c1ccc(Cl)c(S(=O)(=O)N2CCCC2)c1	-5%	/	-3%	5%	36%[activator]	-21%	/	/	2%
CCOC(=O)C1=C(CN2CCCCCC2)NC(=O)NC1c1cccc([N+](=O)[O-])c1 (stereo unspecified)	?	34%	-40%	?	106%[activator]	-24%	-20%	-9%	-2%
